Source: PubChem (several laboratories)
UBC9 SUMO inh – inhibitors of in vitro SUMOylation cascade, primary screen, biochemical, HTRF, uHTS; SUMO-conjugating enzyme UBC9 (Homo sapiens), P63279; HTRF SUMOylation assay, SAE1/SAE2 + UBC9; inhibition, % at 35 µM; 290,000 tested, 0.36% active; AID 2006, 2009; in the data active = inhibition above about 50%, passing the limit was not always enough; inconclusive = no clear call, values can overlap the other calls; note: strong numbers were not always called active
NS3 helicase inh – inhibitors of HCV NS3 helicase, primary screen, biochemical, Cy5 molecular beacon fluorescence. Hepatitis C virus NS3 helicase. NS3 helicase DNA unwinding. inhibition, % at 10.9 µM. 290,000 tested, 0.56% active;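 active = inhibition above the mean of all tested compounds plus 3 SD, set per campaign, cut at about 35% in these data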;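 note: 0% = DMSO wells and 100% = thioflavine S control wells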
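Measured by: Cy5 fluorescence, 0 and 60 min reads / Assay system: NS3 helicase fragment of HCV / Control set: low DMSO, high thioflavine S at 110 µM / Times: 1 h reaction at 25 °C, ATP-initiated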
IDE cell activ – human IDE activators in live cells, primary screen, fluorescence polarization, HEK cells, FAbeta-B substrate. Insulin-degrading enzyme (Homo sapiens), P14735. FAbeta-B cleavage; 0% vehicle, 100% cell-free pure enzyme wells. activation, % at 5.96 µM. 340,000 tested, 0.073% active. AID 493087, 2011;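 active = activation above the mean of all tested compounds plus 3 SD, set per screening campaign, cut at about 17% in these data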
FID counter – compounds displacing fluorescent DNA intercalator, primary screen, artefact control for HCV NS3 helicase inhibitor project, biochemical, FID fluorescence; DNA fluorescent intercalator displacement; inhibition, % at 7.9 µM; AID 1845, 2009; 290,000 tested, 0.17% active; in the data active = inhibition above about 37%;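 note: 0% = vehicle and 100% = reference compound; higher means more ethidium bromide displaced from hairpin DNA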
MEKK3 PB1 HTS – modulators of MEKK3-MEK5 PB1 binding, primary screen, biochemical, wildtype MEKK3, multiplex bead flow cytometry, Alexa488-MEK5; 290,000 tested, 1.4% active; Mitogen-activated protein kinase kinase kinase 3 (Homo sapiens), Q99759; bead-based flow cytometry, Alexa488-MEK5 binding to MEKK3; actives lie on both sides; 0 = blocked by unlabeled MEK5, 100 = vehicle; binding response (% of control), % at 10 µM; AID 1529, 2009;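 active = binding response more than 3 SD above or below the average of its plate-row segment, actives on both sides; inconclusive = wells at one plate position flagged as instrument error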;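 note: Alexa488 bead fluorescence after subtracting the streptavidin-only scavenger bead signal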
VIM-2 inhibitor – VIM-2 metallo-beta-lactamase inhibitors, primary screen, biochemical, epi-absorbance readout, Pseudomonas aeruginosa enzyme | 290,000 tested, 0.89% active | inhibition, % at 5.6 µM | purified VIM-2, nitrocefin hydrolysis, epi-absorbance fluorescence;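 active = inhibition above the mean of all tested compounds plus 3 SD, cutoff set per screening run, cut at about 7.5% in these data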;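 note: red hydrolysis product quenches plate fluorescence so inhibitors raise well fluorescence; 0% = enzyme with DMSO and 100% = DMSO without enzyme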
IMP-1 inh – IMP-1 metallo-beta-lactamase inhibitors, primary screen, biochemical, epi-absorbance readout, Pseudomonas aeruginosa enzyme | 290,000 tested, 0.45% active | AID 1556, 2009 | purified IMP-1, nitrocefin hydrolysis, epi-absorbance fluorescence | inhibition, % at 5.6 µM | metallo-beta-lactamase IMP-1 (Pseudomonas aeruginosa);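 active = inhibition above the mean plus 3 SD of all compounds in the same screening run, cut at about 4.5% in these data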;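 note: 0% = IMP-1 with DMSO and 100% = DMSO wells lacking enzyme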
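System: purified recombinant IMP-1 beta-lactamase. Medium: Zinc- and detergent-supplemented HEPES buffer, pH 7.1. Compound: one 5.6 µM dose […]. Schedule: 15 min preincubation plus 25 min reaction at 25 °C. Technique: Epi-absorbance fluorescence, 480 nm excitation, 530 nm emission.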
p-CIP stab down – p/CIP-EGFP fusion destabilizers, primary screen, fluorescence, F442A cells. Q05BA5. 16 h. decrease of EGFP signal, % at 10 µM. 290,000 tested, 0.01% active. AID 1984, 2009;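 active = EGFP signal decrease of at least 30% at 10 µM or well 3 SD below plate mean, unless failing retest; inactive = the rest, including hits failing retest or dose response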; note: some compounds called inactive have numbers as strong as hits; many of its hits are not listed in these tables
PHOSPHO1 inh – PubChem AID 1565. Phosphoethanolamine/phosphocholine phosphatase (Homo sapiens), Q8TCT1. recombinant PHOSPHO1, absorbance phosphatase assay. inhibition, % at 13.3 µM. 290,000 tested, 1.1% active; in the data active = inhibition above about 60%
* = called active by the depositor; u = inconclusive; x = not tested or not shown. An excerpt, so the mix of outcomes need not match the whole.

Order of values – UBC9 SUMO inh	NS3 helicase inh	IDE cell activ	FID counter	MEKK3 PB1 HTS	VIM-2 inhibitor	IMP-1 inh	p-CIP stab down	PHOSPHO1 inh
- CCOP(=O)(OCC)C(Nc1ccc(C)cc1)c1ccco1 (stereo unspecified)
  -14	3	5	-16	99	-2.3	-0.9	3	-3
- CN(CCC1CCOCC1)C(=O)CC1C(=O)NCCN1CC1CCCCC1 (stereo unspecified)
  19	-1	4	-14	94	-6.3	-1.7	-13	-19
- CCOC(=O)C1CN(S(=O)(=O)c2ccccc2)CCN1S(=O)(=O)c1ccccc1 (stereo unspecified)
  -13	-3	2	-4	100	-1.5	-3.5	0	3
- Cn1nc(-c2ccccc2)cc1NC(=O)C1CCCCC1
  2	7	3	-11	104	-1.0	-0.1	1	56
- CC(=O)Nc1ccc(NC(=O)C(C)OC(=O)CN(C)S(=O)(=O)c2ccc(Cl)cc2)cc1 (stereo unspecified)
  -17	5	6	-7	104	-2.3	0.6	-4	17
- CC(Oc1ccc(Cl)cc1Cl)C(=O)N/N=C1\CCCc2ccccc21 (stereo unspecified)
  29	-1	0	-6	95	-2.6	-2.1	-9	-11
- CC1CCN(C(=S)SCc2nc(N)nc(Nc3ccccc3)n2)CC1
  4	-54	5	-22	107	-2.4	-1.5	4	28
- O=C(NNC(=S)NC(=O)c1ccccc1[N+](=O)[O-])c1ccccc1O
  -3	4	x	8	100	-0.4	-2.5	-10	-16
- CCCCCCCCn1c(=O)c(C(=O)OC)c(N)c2ccccc21
  -11	2	x	-9	93	-3.9	-3.6	-20	28
- O=C(c1cc2ncc(Br)cn2n1)N1CCN(C(=O)c2ccco2)CC1
  10	-2	6	-7	111	-2.4	-0.5	-7	12
- OCCC1CN(Cc2ccccc2-c2ccco2)CCN1Cc1ccsc1 (stereo unspecified)
  -3	0	3	12	96	0.3	-0.2	-4	24
- Cc1cc(SCC(=O)c2cc(C)n(C)c2C)nc2ccccc12
  34	10	8	-6	115	-0.5	3.4	-2	7
- Cc1cccc(CCNS(=O)(=O)c2cc3c(cc2C)NC(=O)CO3)c1
  -8	-9	6	-14	97	-3.2	-2.6	-7	12
- C/C(=N/NC(=O)CNC(=O)C1COc2ccccc2O1)c1cccc(O)c1 (stereo unspecified)
  -4	0	7	-16	112	-3.1	-3.0	10	3
- Cc1ccc(CN2CCN(/N=C/c3ccco3)CC2)c(C)c1
  -31	-6	3	-7	113	-1.1	-2.3	1	-6

The closing 2 records of the part above come first, to join the parts.
Order of values – UBC9 SUMO inh	NS3 helicase inh	IDE cell activ	FID counter	MEKK3 PB1 HTS	VIM-2 inhibitor	IMP-1 inh	p-CIP stab down	PHOSPHO1 inh
- C/C(=N/NC(=O)CNC(=O)C1COc2ccccc2O1)c1cccc(O)c1 (stereo unspecified)
  -4	0	7	-16	112	-3.1	-3.0	10	3
- Cc1ccc(CN2CCN(/N=C/c3ccco3)CC2)c(C)c1
  -31	-6	3	-7	113	-1.1	-2.3	1	-6
- COc1cc2sc(C)nc2c2ccccc12
  5	-14	0	-6	101	1.4	-0.6	-1	18
- COC(=O)C1=C(C)N=C2SC(C)C(=O)N2C1c1cccs1 (stereo unspecified)
  19	1	-2	-7	107	-1.2	-2.0	-10	-2
- O=C(NCCc1c[nH]c2ccccc12)c1ccc(-n2cnnn2)cc1
  1	-2	2	-1	107	0.1	-4.3	-14	48
- Cc1c(Br)c([N+](=O)[O-])nn1CCCC(=O)Nc1sc2c(c1C#N)CCC2
  -15	4	3	-1	98	-3.0	-3.3	5	53
- COC(=O)Nc1sc2nc(C)cc(C)c2c1-n1cccc1
  3	-7	7	-11	101	1.9	-0.1	10	-26
- CCC(=O)N1c2ccccc2NC2=C(C(=O)CCC2)C1c1cccnc1 (stereo unspecified)
  12	3	6	-6	103	-2.9	-0.9	-2	-19
- COCCNC(=O)CCc1c(C)nc2nc(-c3cc(OC)cc(OC)c3)nn2c1C
  1	6	-3	-25	99	1.9	0.7	6	15
- COc1ccccc1NS(=O)(=O)c1ccc(Cl)c(NC(=S)NC(=O)C2CCCC2)c1
  -30	-11	1	-22	95	-0.1	-1.8	2	7
- O=C(CN(c1cccc([N+](=O)[O-])c1)S(=O)(=O)c1ccccc1)N1CCCCC1
  1	-1	2	-18	103	-3.2	-1.7	-4	35
- O=C(Nc1c(F)cc(F)cc1Br)C1CCCO1 (stereo unspecified)
  12	3	2	0	112	0.0	-5.0	-2	31
- O=S(=O)(NCCc1ccccc1)c1ccccc1
  23	5	4	-4	89	-5.5	-4.8	1	-4
- c1c(C2CCCCC2)n[nH]c1CN1CCCCC1
  9	-1	3	4	100	-1.7	-2.7	-3	-1
- CC(C)(Cc1ccc(O)cc1)NC(=O)CC(=O)N/N=C/c1ccc(Cl)cc1
  2	7	1	-24	100	2.5	0.6	-8	-18
- COc1ccc(CCNC(=O)COc2ccc(S(=O)(=O)N3CCOCC3)cc2C)cc1
  -6	4	1	-39	96	-2.1	-3.1	-5	-12
- Cc1cc(C(=O)CS(=O)(=O)c2ccccc2)cc(C)c1O
  -5	-1	3	-5	103	-0.1	-3.4	5	x

Order of values – UBC9 SUMO inh	NS3 helicase inh	IDE cell activ	FID counter	MEKK3 PB1 HTS	VIM-2 inhibitor	IMP-1 inh	p-CIP stab down	PHOSPHO1 inh
- CC(=O)c1cccc(NC(=O)COC(=O)COc2ccccc2C)c1
  6	8	-3	-10	100	-1.7	-3.4	0	43
- Cn1c(N2CCCCC2)cc(=O)n(C)c1=O
  24	1	2	1	99	0.0	-1.1	-15	-9
- Nc1nnc(-c2cn(-c3ccccc3)nc2-c2ccccc2)o1
  0	-3	2	-11	102	-3.9	-2.4	-9	4
- CSc1nc(NC(C)(C)C)nc(N2CCOCC2)n1
  14	-6	0	-12	100	-1.4	-4.1	-7	6
- Oc1ccc2ccccc2c1C1Nc2cccc3cccc(c23)N1
  u	-3	13	2	96	-3.3	-3.5	0	10
- COc1ccc(-c2[nH]nc3c2C(c2ccncc2)C(C#N)=C(N)O3)cc1 (stereo unspecified)
  11	6	4	-5	103	0.3	0.1	-6	-4
- Cc1nccn1S(=O)(=O)c1ccc(Br)cc1Br
  26	0	-1	-5	100	-4.4	-3.6	-18	-4
- CC1=C(C(=O)OCC2CCCO2)C(c2ccc(C)o2)C2=C(CC(c3ccc(F)cc3)CC2=O)N1 (stereo unspecified)
  9	-5	-1	-32	109	-4.4	-3.0	-2	-20
- CCN(CC)c1ccc(-c2sc(Nc3ccccc3)n[n+]2-c2ccc(F)cc2)cc1
  -3	-82	-7	-9	103	3.1	5.0*	-27	4
- O=C(COc1ccc2ccccc2c1)NCCn1ccc2ccccc21
  2	-22	3	-21	97	-1.2	-0.3	-4	-6
- CC(C)CC(NC(=O)c1cccs1)c1nnc(SCc2ccc(Cl)c(Cl)c2)n1C (stereo unspecified)
  2	-18	3	-33	103	-1.4	-0.1	-10	-11
- c1ccc(C2=NN(c3ccccc3)CC2)cc1
  -10	1	6	0	102	-1.2	-2.6	2	22
- COC(=O)c1c(C)nn(-c2ccccc2)c1N
  5	6	4	-2	83	-2.8	1.3	-6	-6
- CCOC(=O)c1c(C)c(/C=N/Nc2ccccc2)n(C)c1C
  -2	2	-2	-4	100	-4.7	-1.1	9	-86
- CC(=O)Nc1ccc(NC(=O)C(C)OC(=O)CSc2ccc(Br)cc2C)cc1 (stereo unspecified)
  2	-7	3	-25	102	-4.6	-2.1	2	-18

Order of values – UBC9 SUMO inh	NS3 helicase inh	IDE cell activ	FID counter	MEKK3 PB1 HTS	VIM-2 inhibitor	IMP-1 inh	p-CIP stab down	PHOSPHO1 inh
- COc1cc2[nH]c(=O)n(CCC(=O)NC3CCCC3)c(=O)c2cc1OC
  -7	-4	-1	-8	108	-2.3	-3.8	-10	11
- COC(=O)c1ccc(CN2CCCC(CCC(=O)NCc3ccc(C)o3)C2)cc1 (stereo unspecified)
  9	-3	-8	9	101	1.1	-0.4	-6	50
- COc1cccc(/C=C/C(=O)c2ccc3c(c2)OCCO3)c1OC
  13	-14	6	-14	101	-0.5	-1.9	-11	24
- CS(=O)(=O)c1ccc2nc(NC(=O)CCC(=O)c3cccs3)sc2c1
  -5	-1	-6	-2	93	0.4	3.9	10	21
- COc1ccc(NC(=O)CC2CC3CCC2C3)cn1 (stereo unspecified)
  18	-5	3	-2	75	2.3	1.1	-2	11
- Cc1c(Cc2ccccc2)c(=O)oc2c(CN(C)C)c(O)c(Cl)cc12
  16	33	3	-2	94	-2.0	4.7*	10	-13
- CCCn1c(CCNc2nc(-c3ccc(Cl)c([N+](=O)[O-])c3)cs2)nc2cc(Cl)c(Cl)cc21
  9	10	-3	-4	100	0.8	-0.7	-3	-30
- CC(=O)NC1(c2ccccc2)CCN(Cc2nnnn2C(C)(C)C)CC1
  7	0	7	-4	107	-2.7	-4.0	5	20
- COc1ccc(-c2nnnn2C)cc1S(=O)(=O)NCc1ccccc1
  27	-1	-5	0	113	-1.7	-1.0	-16	-11
- Cc1ccc(/C=C2\SC(=S)N(C(Cc3ccccc3)C(=O)O)C2=O)cc1 (stereo unspecified)
  15	11	1	-2	111	-2.7	-3.1	6	0
- Nc1nnc(SCC(=O)OCC(=O)c2ccccc2Br)s1
  9	15	3	-5	95	0.2	2.0	-6	-26
